# Source: PubChem BioAssay (National Center for Advancing Translational Sciences (NCATS))
# RXFP1 antag: RXFP1 (human) relaxin receptor antagonism; Q9HBX9; HEK293-RXFP1, relaxin-stimulated cAMP HTRF, 30 min; stronger effect = lower value; activity change, negative = inhibition, % at 57.5 µM; hit rate 0.59% among 350,000;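 active = activity change of -60% or lower, but not beyond a set lower limit; inconclusive = change between -60% and -40%, or beyond the set limit; inactive = change above -40%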; also: % is scaled to controls: 0 for no effect and ±100 for the full control effect
# Target sequence (Q9HBX9 whole entry, looked up): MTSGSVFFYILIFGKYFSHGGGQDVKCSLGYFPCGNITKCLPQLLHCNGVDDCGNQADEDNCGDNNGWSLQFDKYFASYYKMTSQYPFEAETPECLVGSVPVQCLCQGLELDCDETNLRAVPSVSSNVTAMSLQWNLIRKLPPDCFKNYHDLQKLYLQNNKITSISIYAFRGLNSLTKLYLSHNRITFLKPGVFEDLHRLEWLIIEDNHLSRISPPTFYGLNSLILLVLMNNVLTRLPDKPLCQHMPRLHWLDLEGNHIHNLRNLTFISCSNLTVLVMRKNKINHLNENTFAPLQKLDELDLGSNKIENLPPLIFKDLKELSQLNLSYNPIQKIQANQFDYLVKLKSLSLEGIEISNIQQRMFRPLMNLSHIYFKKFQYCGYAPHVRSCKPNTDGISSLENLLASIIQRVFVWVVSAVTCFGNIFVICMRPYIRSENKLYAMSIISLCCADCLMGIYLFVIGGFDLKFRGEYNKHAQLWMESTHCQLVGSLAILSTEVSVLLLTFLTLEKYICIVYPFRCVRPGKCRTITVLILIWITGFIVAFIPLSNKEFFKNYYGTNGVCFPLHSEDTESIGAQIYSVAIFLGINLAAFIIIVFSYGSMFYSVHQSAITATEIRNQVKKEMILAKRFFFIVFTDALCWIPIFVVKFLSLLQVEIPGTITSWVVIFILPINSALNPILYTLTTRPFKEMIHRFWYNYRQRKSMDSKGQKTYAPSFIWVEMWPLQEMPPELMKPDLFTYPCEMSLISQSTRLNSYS
# PGK inhibitor: blocks T. brucei phosphoglycerate kinase; PGK/GAPDH coupled, Kinase-Glo luminescence, 60 min; Potency, µM (titrated, usually from 57.5 µM), inactives show at the highest dose activity change, negative = inhibition, hits mostly inhibitors; hit rate 0.043% among 380,000; also: potency is read from the fitted curve at half-maximal effect; % is scaled to controls: 0 for no effect and ±100 for the full control effect; nearly all actives have a fitted effect of over 60% in size
#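 Recombinant glycosomal PGK reaction used 1,3-bisphosphoglycerate generated in-well by GAPDH (100nM final) in 100mM TEA pH 7.6, 5mM MgCl2, 0.01% Tween-20. After 60 minutes at room temperature, ATP was read by Kinase-Glo Plus luminescence end-point.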
# Apoferritin bind: binds horse apoferritin like a general anesthetic. AID 485281. apoferritin/1-aminoanthracene competitive binding, fluorescence. hit rate 0.074% among 350,000. P02791. Potency, µM (top dose mostly 77.5 µM), for inactives: at the highest dose activity change, negative = displacement, most hits filed as inhibitors; also: potency is read from the fitted curve at half-maximal effect; % is scaled to controls: 0 for no effect and ±100 for the full control effect; nearly all actives have a fitted effect of over 20% in size
# Target sequence (P02791 2-175 limits assumed): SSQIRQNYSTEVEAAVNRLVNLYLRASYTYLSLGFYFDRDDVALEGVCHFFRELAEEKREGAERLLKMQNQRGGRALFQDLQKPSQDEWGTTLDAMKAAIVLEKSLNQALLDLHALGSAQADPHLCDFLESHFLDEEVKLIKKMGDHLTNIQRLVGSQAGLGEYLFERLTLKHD
#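 10 uM apoferritin + 50% sat. 1-AMA, PBS; cpd 10 min RT; Ex380/Em535 endpoint; normalized to free probe vs complex; 4-param Hill fit; propofol titration as pos. ctrl.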
# POLH inh: inhibitors of human DNA polymerase eta; Q9Y253; recombinant Pol eta, fluorescent DNA replication assay; Potency, µM (top dose mostly 114 µM), inactives show top-dose activity change, negative = inhibition, most hits filed as inhibitors; hit rate 1.2% among 390,000; also: potency is read from the fitted curve at half-maximal effect; % is scaled to controls: 0 for no effect and ±100 for the full control effect
#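 Pol eta (10 nM) was preincubated with compounds for 15 min at room temperature, after which fluorescent replication substrate (50 nM final) was added to start the reaction. Fluorescence was read kinetically at 0 and 10 min.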
# BLM inh: inhibitors of human Bloom syndrome helicase BLM. recombinant BLM DNA unwinding, fluorescence dequenching. AID 2528. P54132. Potency, µM (top dose mostly 56.1 µM), for inactives: at the highest dose activity change, negative = inhibition, most hits filed as inhibitors. hit rate 0.2% among 350,000;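 also: potency is read from the fitted curve at half-maximal effect; plate controls were vehicle for no effect and no enzyme for full effect; nearly all actives have a fitted effect of over 35% in size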
# POLI inh: DNA polymerase iota (human) inhibition; Q9UNA4; Pol iota fluorescent replication assay, 10 min; Potency, µM (doses to about 115 µM), for inactives: at the top dose activity, negative = inhibition, usual class: inhibitors; hit rate 1% among 390,000; also: potency is read from the fitted curve at half-maximal effect
#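 Fluorescent replication assay read twice, at 0 min and 10 min after adding 50 nM (final) substrate. Enzyme (10 nM) and compounds were first incubated 15 min at room temperature; enzyme-free buffer wells were negative controls.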
# POLB inh: inhibitors of human DNA polymerase beta; P06746; AID 485314; Pol beta primer extension/strand displacement, fluorescence kinetic; Potency, µM (series often up to 114 µM), inactives show at the top dose activity change, negative = inhibition, usual class: inhibitors; hit rate 1.3% among 340,000; also: potency is read from the fitted curve at half-maximal effect; % is scaled to controls: 0 for no effect and ±100 for the full control effect
#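 Homogeneous kinetic assay of primer extension and strand displacement by 10 nM Pol beta, preincubated 15 min at room temperature with compound before 50 nM substrate (final) was added. Read at 0 and 10 min; four-parameter Hill fit.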
# POLK inh: inhibitors of human DNA polymerase kappa; hit rate 0.53% among 400,000; Q9UBT6; AID 588579; Potency, µM (top dose mostly 107 µM), inactives show top-dose activity, negative = inhibition, usual class: inhibitors; purified Pol kappa, fluorescent DNA synthesis assay, 10 min; also: potency is read from the fitted curve at half-maximal effect; % is scaled to controls: 0 for no effect and ±100 for the full control effect
#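 10 nM Pol kappa preincubated 15 min at room temperature with compounds, then reaction started with substrate at 50 nM final. Fluorescence read kinetically at 0 and 10 min; buffer-only wells served as negative control.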
# APE1 inh: inhibitors of human APE1 endonuclease | P27695 | recombinant APE1, TAMRA/BHQ-2 abasic DNA cleavage fluorescence | Potency, µM (doses to about 65.8 µM), without a hit: top-dose activity change, negative = inhibition, hits mostly inhibitors | hit rate 0.35% among 350,000;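 also: potency is read from the fitted curve at half-maximal effect; plate controls were vehicle for no effect and reference inhibitor for full effect; nearly all actives have a fitted effect of over 55% in size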
#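 Incision of a quenched TAMRA/BHQ-2 THF abasic-site duplex (50 nM) by 0.75 nM APE1, after 15 min compound preincubation, measured as fluorescence increase over three 60 s reads. Values normalized to buffer, DMSO and NSC13755 control wells.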
# * hit, by the source's call; i = inactive; ? = inconclusive; / = no result given; [ ] = remark or other dose. Unless noted, calls follow the shape of the dose curve; as a rule, active = well fitted curve in the direction sought with a large enough effect; inconclusive = small, poorly fitted or top-dose-only effect, or another doubt; inactive = no such curve, though single readings can be large; an effect the other way counts as inactive or inconclusive.
# Results follow in this order: POLI inh	POLK inh	PGK inhibitor	POLB inh	POLH inh	Apoferritin bind	RXFP1 antag	BLM inh	APE1 inh
N#Cc1ccccc1N1CCN(C(=O)c2ccc(NC(=O)c3ccc(Br)o3)cc2)CC1
  22µM*	71µM*	i	/	22µM*	/	/	/	-23%
O=C(CNC(=O)c1ccc(Br)o1)NNC(=O)c1ccccc1O
  8%	-5%	8%	/	-19%	/	/	/	-3%
Cc1c(NC(=O)C2CC(c3ccc(F)cc3)=NO2)c(=O)n(-c2ccccc2)n1C (stereo not drawn)
  ?	-12%	-8%	20%	-20%	-1%	/	-5%	0%
COCCCn1c(SCC(=O)NC2CCCC2)nnc1-c1ccncc1
  65%[activator]	9%	-5%	0%	-10%	3%	-4	0%	38%
CN1CCN(S(=O)(=O)c2ccc(C(=O)Nc3ccccc3)cc2)CC1
  23%	-5%	2%	7%	-19%	-4%	-6	1%	-4%
CCOCCCNC(=O)c1ccc(OC)cc1
  3%	3%	i	16%	13%	-4%	2	0%	-5%
O=C(O)c1ccc(CSc2nnc(-c3ccncc3)n2CC2CCCO2)cc1 (stereo not drawn)
  -8%	-4%	i	16%	-7%	3%	17	0%	0%
O=C(NCC1CCN(Cc2ccc(F)cc2)CC1)Nc1cc(F)ccc1F
  16%	-7%	i	80%	-21%	-4%	16	4%	1%
CN(Cc1ccc(-n2cccn2)cc1)Cc1nc(-c2cnccn2)no1
  11%	15%	-5%	90%	-17%	-5%	1	-2%	16%
COc1ccc(OC)c(S(=O)(=O)NCCOC23CC4CC(CC(C4)C2)C3)c1
  7%	-19%	10%	-20%	-8%	-20%	-4	-4%	-3%
COc1ccc(-n2c(-c3ccc(C)cc3)cc3c2CC(C)(C)CC3=O)c(OC)c1
  3%	-3%	i	53%	-14%	-4%	-62*	-17%	/
COc1cc(OC)cc(C(=O)NC(=S)NNC(=O)c2cnccn2)c1
  13%	-1%	7%	3%	-19%	-1%	-20	-3%	1%
COc1ccc(N(CC(=O)Nc2cccc3ccccc23)S(C)(=O)=O)c(OC)c1
  -8%	7%	i	13%	-9%	-11%	-2	-6%	22%
Cc1ccc(NS(=O)(=O)c2ccc(C(=O)OCC(=O)N3CCCCC3)cc2)cc1
  45%[activator]	9%	i	/	-15%	/	7	/	18%
Cc1csc(=O)n1CC(=O)OCC(=O)NCc1ccccc1
  16%	-14%	0%	/	-9%	/	-1	/	16%
COc1ccc(N2CCN(CC(O)COC(c3ccc(F)cc3)c3ccc(F)cc3)CC2)cc1 (stereo not drawn)
  -17%	3%	/	3%	-6%	-11%	-13	-7%	-11%
C[N+](C)(CCOc1ccccc1)Cc1ccccc1
  21%	-13%	6%	/	-19%	/	/	/	/
COc1cc(OC)c(NC(=O)CSc2cc(=O)n(C)c3ccc(Cl)cc23)cc1Cl
  25%	3%	-5%	34%	-7%	-4%	/	-5%	/
Fc1ccccc1OCc1nc(-c2ccc(-n3cccc3)cc2)no1
  -4%	-7%	/	19%	/	-7%	-12	1%	/
COc1cc(C(=O)NCc2nnc(SCC(=O)N3CCC(C)CC3)o2)cc(OC)c1OC
  6%	-10%	-10%	6%	3%	-19%	4	1%	0%

# Eight entries already listed, ordered by formula weight, largest number first.
# Results follow in this order: POLI inh	POLK inh	PGK inhibitor	POLB inh	POLH inh	Apoferritin bind	RXFP1 antag	BLM inh	APE1 inh
N#Cc1ccccc1N1CCN(C(=O)c2ccc(NC(=O)c3ccc(Br)o3)cc2)CC1
  22µM*	71µM*	i	/	22µM*	/	/	/	-23%
COc1ccc(N2CCN(CC(O)COC(c3ccc(F)cc3)c3ccc(F)cc3)CC2)cc1 (stereo not drawn)
  -17%	3%	/	3%	-6%	-11%	-13	-7%	-11%
COc1cc(C(=O)NCc2nnc(SCC(=O)N3CCC(C)CC3)o2)cc(OC)c1OC
  6%	-10%	-10%	6%	3%	-19%	4	1%	0%
Cc1ccc(NS(=O)(=O)c2ccc(C(=O)OCC(=O)N3CCCCC3)cc2)cc1
  45%[activator]	9%	i	/	-15%	/	7	/	18%
O=C(O)c1ccc(CSc2nnc(-c3ccncc3)n2CC2CCCO2)cc1 (stereo not drawn)
  -8%	-4%	i	16%	-7%	3%	17	0%	0%
O=C(NCC1CCN(Cc2ccc(F)cc2)CC1)Nc1cc(F)ccc1F
  16%	-7%	i	80%	-21%	-4%	16	4%	1%
COCCCn1c(SCC(=O)NC2CCCC2)nnc1-c1ccncc1
  65%[activator]	9%	-5%	0%	-10%	3%	-4	0%	38%
C[N+](C)(CCOc1ccccc1)Cc1ccccc1
  21%	-13%	6%	/	-19%	/	/	/	/

# (further entries)
# Results follow in this order: POLI inh	POLK inh	PGK inhibitor	POLB inh	POLH inh	Apoferritin bind	RXFP1 antag	BLM inh	APE1 inh
CC(=O)c1ccc(C(=O)N2CCCC(C(=O)c3cc(F)ccc3F)C2)s1 (stereo not drawn)
  20%	-4%	8%	5%	0%	-11%	-1	-7%	3%
COc1ccc(NC(=S)N2CCCC2)c(OC)c1
  6%	-5%	-5%	-11%	-17%	1%	-8	0%	1%
Cc1ccc(SC[C@H](Cc2ccccc2)N2CC[C@@H](NC(=O)OCc3ccccc3)CCC2=O)cc1
  6%	-4%	/	8%	/	88%[activator]	/	-7%	4%
CC(=O)c1ccc(N2CCN(C(=O)c3n[nH]c4ccccc34)CC2)cc1
  31%[activator]	-14%	6%	9%	5%	-3%	-7	-3%	-2%
Cc1ccc(Oc2nc3ccccc3n3c(C)nnc23)cc1
  18%	2%	1%	2%	-7%	-14%	9	1%	-2%
O=C1N/C(=C/c2ccc(Br)cc2)C(O)=C1C=NCc1ccccc1
  3%	-9%	-5%	22%	?	-4%	9	-17%	6%
O=C(c1cc2nc(-c3cccs3)cc(C(F)(F)Cl)n2n1)N1CCCc2ccccc21
  6%	-4%	-4%	-17%	-11%	-10%	-10	-9%	1%
Cc1noc(C)c1C(=O)OCC(=O)C12CC3CC(CC(C3)C1)C2
  4%	-11%	-4%	1%	-8%	?	-16	0%	-3%
Cc1cn(CC(C)C)c(=O)n(-c2ccccc2)c1=O
  50%[activator]	11%	3%	/	-7%	/	-12	/	/
c1ccc(CCN2CN=C(Nc3nc4ccccc4s3)NC2)cc1
  ?	8%	-11%	-1%	-6%	-12%	-6	-5%	2%
COc1cc(Cl)c(C)cc1NS(=O)(=O)c1c(C)nc2sccn2c1=O
  7%	-15%	-1%	0%	-13%	3%	-15	-5%	/
COc1ccc(C(=O)Oc2ccc(N(C)S(=O)(=O)c3ccccc3)cc2)cc1[N+](=O)[O-]
  22%	-4%	8%	1%	-8%	-1%	-2	-8%	-9%
CCCSc1nc2c(cnn2-c2ccccc2)c(=O)n1N
  20%	-5%	-6%	-1%	-5%	0%	-12	-10%	0%
CCOC(=O)c1cnc2c(Cl)cc(Cl)cc2c1Nc1cc(C(=O)O)ccc1C
  3%	-19%	-4%	-12%	-8%	-3%	/	1%	/
CC1CCC2C(=O)N(c3ccc(C(=O)NCc4ccccc4)cc3)C(=O)C2C1 (stereo not drawn)
  -7%	-20%	-6%	-9%	-14%	?	10	3%	-2%
O=C(O)CCCC(=O)Nc1ccc(N=Nc2ccccc2)cc1
  47%	-2%	4%	29%	-18%	-12%	-5	-10%	-7%
CCOc1ncccc1C(=O)OCC(=O)NC1CCCCC1
  22%	2%	7%	/	-14%	/	-2	/	23%
CCOC(=O)c1ccccc1NC(=O)N(Cc1ccc(C)cc1)Cc1cccn1-c1nnc(N2CCCC2=O)s1
  1%	-1%	-11%	-14%	6%	-3%	1	-4%	/
COc1cc(CNCc2cccnc2)ccc1OCC(=O)NC1CCCCC1
  ?	-4%	-9%	3%	-13%	-5%	-6	-2%	0%
CCCNC(=O)C(Cc1ccc(I)cc1)NC(=O)c1ccc(C#N)cc1 (stereo not drawn)
  17%	-1%	-8%	/	-14%	/	/	/	11%
O=C(NCCN1CCCCC1)Nc1ccc(F)cc1F
  17%	4%	0%	-2%	-4%	1%	-2	2%	30%
CCC(C)(C)NC(=O)C(c1ccc(F)cc1)N(Cc1ccco1)C(=O)c1cnccn1 (stereo not drawn)
  13%	0%	i	46%	-2%	-9%	-27	-1%	15%
Cc1ccc(C)c(OCC(=O)NCC(C)C)c1C
  7%	-1%	0%	2%	-21%	-6%	-5	0%	6%
O=C(CSC1=NCCS1)Nc1ccccc1F
  11%	2%	-1%	-2%	-12%	?	-13	-2%	2%
Cc1cc(Cl)ccc1OCC(=O)OCC(=O)NCCNC(=O)COC(=O)COc1ccc(Cl)cc1C
  12%	-14%	6%	/	-1%	/	-6	/	/
C#CCOCCOCCOCCNc1nc(N2CCN(C(=O)CCCCCCCCCCNC(=O)Cn3cc(C[C@@H](C)O)nn3)CC2)nc(N2CCN(C(=O)CCCCCCCCCCNC(=O)[C@H](CO)n3cc(CCCSC)nn3)CC2)n1
  25%	3%	-6%	/	-18%	/	/	/	16%
CCOC(=O)N1CCN(C/C(C)=C/c2ccccc2)CC1
  1%	-11%	-10%	27%	-10%	-7%	25	1%	0%
COc1cc(/C=C/C(=O)OCC(=O)Nc2c(C)n(C)n(-c3ccccc3)c2=O)ccc1O
  56%[activator]	?	-3%	-8%	-17%	-4%	3	-6%	3%
O=C(COC(=O)C1CCCN1C(=O)c1cccs1)Nc1ccc2c(c1)OCO2 (stereo not drawn)
  11%	-4%	-4%	25%	1%	-15%	-7	0%	-3%

# These rows are one share of the data, so the mix of outcomes need not match the whole.
